Compound activity from PubChem.
3CLpro inhibitor – SARS-CoV 3CLpro protease inhibitors, primary screen, biochemical, quenched FRET | Replicase polyprotein 1ab (Severe acute respiratory syndrome coronavirus), P0C6X7 | recombinant SARS-CoV 3CLpro, quenched FRET peptide cleavage | inhibition, % at 6 µM | actives 0.14% (n = 290,000); in the data active means inhibition above about 12%
BoNT A protease – BoNT/A light chain protease inhibitors, primary screen, biochemical, flow cytometry, MLPCN library. AID 588499, 2011. actives 0.17% (n = 360,000). inhibition, % at 10 µM. multiplex microsphere protease substrate cleavage; further: plate controls were buffer without enzyme for full effect and enzyme alone for no effect
PrPC TRFRET – inhibitors of human cell surface prion protein PrPC, primary screen, cell-based, TR-FRET. Major prion protein (Homo sapiens), P04156. TR-FRET read-out. inhibition, % at 13.8 µM. actives 0.43% (n = 370,000). AID 720596, 2013; in the data active means inhibition above about 24%; further: 0% = median of the test wells and 100% = reference compound wells
CCHF vOTU inh – CCHFV vOTU protease inhibitors, primary screen, biochemical, Pep-AMC substrate, fluorescence; inhibition, % at 11.5 µM; Crimean-Congo hemorrhagic fever virus L polyprotein viral ovarian tumor (vOTU) protease …; actives 0.55% (n = 370,000); in the data active means inhibition above about 30%; further: 0% = vehicle wells with enzyme and 100% = no enzyme wells
Anthrax LF prot – Bacillus anthracis LF protease inhibitors, primary screen, biochemical, multiplex microsphere, MLPCN library | Lethal factor (Bacillus anthracis), P15917 | actives 0.12% (n = 360,000) | multiplex microsphere protease cleavage assay | inhibition, % at 10 µM; further: plate controls were buffer without enzyme for full effect and enzyme alone for no effect
MazF activator – activators of E. coli MazEF toxin-antitoxin RNase, primary screen, biochemical, fluorescence, uHTS; AID 504720, 2011; FAM/BHQ RNA-DNA oligo cleavage fluorescence, 5 h; actives 0.32% (n = 350,000); Endoribonuclease toxin MazF (Escherichia coli (strain K12)), P0AE70; activation, % at 20 µM; in the data active means activation above about 50%
Target sequence (P0AE70 whole entry, looked up): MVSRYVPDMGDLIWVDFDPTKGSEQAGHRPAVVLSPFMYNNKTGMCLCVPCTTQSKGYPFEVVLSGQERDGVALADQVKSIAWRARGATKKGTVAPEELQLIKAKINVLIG
BoNT F protease – BoNT/F light chain protease inhibitors, primary screen, biochemical, flow cytometry, MLPCN library. Botulinum neurotoxin type F light chain protease (Clostridium botulinum). Multiplex microsphere protease cleavage assay. inhibition, % at 10 µM. actives 0.22% (n = 360,000). AID 588497, 2011; in the data active means inhibition above about 35%, passing the limit was not always enough; further: plate controls were buffer without enzyme for full effect and enzyme alone for no effect
DUSP3 inh – VHR1 phosphatase inhibitors, primary screen, biochemical, absorbance, uHTS; recombinant VHR phosphatase, pNPP absorbance; inhibition, % at 13.3 µM; actives 0.52% (n = 290,000); AID 1654, 2009; in the data active means inhibition above about 50%; further: some compounds called inactive have numbers as strong as hits
Target sequence (P51452 whole entry, looked up): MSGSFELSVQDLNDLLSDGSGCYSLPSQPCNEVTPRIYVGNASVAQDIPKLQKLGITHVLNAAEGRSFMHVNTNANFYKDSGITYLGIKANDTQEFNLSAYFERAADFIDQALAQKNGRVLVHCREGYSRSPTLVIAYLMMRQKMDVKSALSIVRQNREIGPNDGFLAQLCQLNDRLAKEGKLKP
PriA SSB inh – inhibitors of Klebsiella pneumoniae PriA binding to SSB C-terminal tail, primary screen, biochemical, AlphaScreen | actives 0.6% (n = 430,000) | inhibition, % at 33 µM | PriA–SSB C-terminal tail interaction (Klebsiella pneumoniae) | AlphaScreen SSBct-PriA binding, biotinylated peptide; in the data active means inhibition mostly above about 37%, no sharp cut-off; inactive means mostly below about 20%;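 further: plate controls were negative control peptide for no effect and reference peptide for full effect; strong numbers were not always called active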
Rv3671c protease – Rv3671c serine protease inhibitors, primary screen, biochemical, fluorescence polarization, M. tuberculosis H37Rv; P9WHR9; inhibition, % at 5.96 µM; actives 0.048% (n = 320,000); AID 2606, 2010; in the data active means inhibition above about 38%;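 further: extracellular domain of Rv3671c used as enzyme; 0% = enzyme with DMSO and 100% = no enzyme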
Numbers without * were called inactive; . = not tested or not shown; & = joins results of further samples. Unless noted, no stated cut-off is given here; in the data, active means inhibition above about 30%; inconclusive means no clear call, values can overlap the other calls; inactive means below that. A portion of the library; rates above refer to the full screens.

SMILES | 3CLpro inhibitor | BoNT A protease | PrPC TRFRET | CCHF vOTU inh | Anthrax LF prot | MazF activator | BoNT F protease | DUSP3 inh | PriA SSB inh | Rv3671c protease
C[C@H](CO)N1C[C@H](C)[C@@H](CN(C)C(=O)Nc2ccc3c(c2)OCO3)Oc2ccc(NS(=O)(=O)c3ccc(F)cc3)cc2C1=O | . | 0.3 | 12 | 11 | -1 | -1 | -2 | . | -11 | -1
O=C(CCOc1ccccc1)Nc1cccc(S(=O)(=O)Nc2ccccc2Cl)c1 | 7 | -1.2 | 9 | 14 | 1 | 1 | -7 | -10 | 1 | -54
CC1(C)NC(=O)N(CC(O)CN(c2ccccc2)S(=O)(=O)c2ccc([N+](=O)[O-])cc2)C1=O (centres undefined) | 1 | -4.6 | -54 | 17 | -4 | -1 | -8 | 17 | -15 | 0
O=C(CN(C(=O)Cn1nnc(-c2cccs2)n1)c1cnc2ccccc2c1)NCC1CCCO1 (centres undefined) | -2 | -0.2 | 2 | -13 | -6 | 0 | -2 | 25 | 3 | -5
CC(=O)N1N=C(c2ccc(Br)cc2)CC1c1cccc([N+](=O)[O-])c1 (centres undefined) | . | -0.2 | 2 | 4 | -6 | -5 | 0 | . | . | .
O=C1CCC(=O)N1c1nc2nc(-c3ccccc3)cc(-c3ccccc3)n2n1 | 0 | 0.9 | 0 | 7 | -7 | 9 | 0 | -15 | -8 | 5
c1ccc(OCCSc2nnc3sc4ccccc4n23)cc1 | -7 | -0.2 | 13 | -1 | 0 | -3 | -3 | 11 | -10&-11 | -4
CC(=O)c1cccc(N(CC(=O)O)S(C)(=O)=O)c1 | 1 | -0.3 | 3 | 8 | 2 | 3 | -16 | 24 | -6 | 1
CCOC(=O)C1CCCN(C(=O)c2[nH]c(C(F)(F)F)nc2-c2ccccc2)C1 (centres undefined) | . | 0.3 | 0 | 4 | 0 | . | -6 | . | . | .
Cc1ccc(CNc2nc(-c3cccs3)nc3ccccc23)cc1 | 7 | 0.1 | 18 | 12 | 0 | -5 | -4 | 1 | -15 | -94
O=C(c1ccc([N+](=O)[O-])cc1)n1nc(-c2ccccc2)nc1NCc1ccc(F)cc1 | 5 | -0.6 | -1 | 1 | -2 | -6 | -6 | 32 | -6 | -12
O=C(CSCc1ccc([N+](=O)[O-])cc1)NCCSCc1ccccc1 | 6 | -0.7 | -4 | 7 | -1 | -1 | 2 | 30 | 3 | -8
CCOC(=O)c1sc2nc(C)c([N+](=O)[O-])c(COC)c2c1N | 6 | 1.6 | -7 | 1 | 4 | -7 | 1 | -2 | -12 | -4
S=C(NN=Cc1ccccn1)Nc1ccccn1 | . | 0.3 | -1 | 3 | -1 | 6 | 2 | . | . | .
O=C1CSC(=NC(=O)c2ccccc2)N1 | -2 | 0.9 | 9 | -15 | -3 | -5 | 4 | 3 | 4 | 3
COc1ccc(Cl)cc1NC(=O)CN(C)CC(=O)Nc1c(C)n(C)n(-c2ccccc2)c1=O | . | 5.3 | 2 | 3 | -2 | 2 | 2 | . | -10 | 5
Fc1ccc(Nc2nnc(C(F)(F)F)s2)cc1 | 4 | 0.0 | 8 | 1 | -5 | 2 | -4 | 27 | -16 | 3

Of the compounds above, 3 have a thiophene ring, fused or not.
SMILES | 3CLpro inhibitor | BoNT A protease | PrPC TRFRET | CCHF vOTU inh | Anthrax LF prot | MazF activator | BoNT F protease | DUSP3 inh | PriA SSB inh | Rv3671c protease
O=C(CN(C(=O)Cn1nnc(-c2cccs2)n1)c1cnc2ccccc2c1)NCC1CCCO1 (centres undefined) | -2 | -0.2 | 2 | -13 | -6 | 0 | -2 | 25 | 3 | -5
Cc1ccc(CNc2nc(-c3cccs3)nc3ccccc23)cc1 | 7 | 0.1 | 18 | 12 | 0 | -5 | -4 | 1 | -15 | -94
CCOC(=O)c1sc2nc(C)c([N+](=O)[O-])c(COC)c2c1N | 6 | 1.6 | -7 | 1 | 4 | -7 | 1 | -2 | -12 | -4

Sorted by number of heavy atoms (rising): part of the list above.
SMILES | 3CLpro inhibitor | BoNT A protease | PrPC TRFRET | CCHF vOTU inh | Anthrax LF prot | MazF activator | BoNT F protease | DUSP3 inh | PriA SSB inh | Rv3671c protease
CCOC(=O)c1sc2nc(C)c([N+](=O)[O-])c(COC)c2c1N | 6 | 1.6 | -7 | 1 | 4 | -7 | 1 | -2 | -12 | -4
O=C1CCC(=O)N1c1nc2nc(-c3ccccc3)cc(-c3ccccc3)n2n1 | 0 | 0.9 | 0 | 7 | -7 | 9 | 0 | -15 | -8 | 5
O=C(CCOc1ccccc1)Nc1cccc(S(=O)(=O)Nc2ccccc2Cl)c1 | 7 | -1.2 | 9 | 14 | 1 | 1 | -7 | -10 | 1 | -54
CC1(C)NC(=O)N(CC(O)CN(c2ccccc2)S(=O)(=O)c2ccc([N+](=O)[O-])cc2)C1=O (centres undefined) | 1 | -4.6 | -54 | 17 | -4 | -1 | -8 | 17 | -15 | 0
C[C@H](CO)N1C[C@H](C)[C@@H](CN(C)C(=O)Nc2ccc3c(c2)OCO3)Oc2ccc(NS(=O)(=O)c3ccc(F)cc3)cc2C1=O | . | 0.3 | 12 | 11 | -1 | -1 | -2 | . | -11 | -1

Random excerpt: two compounds from above
SMILES | 3CLpro inhibitor | BoNT A protease | PrPC TRFRET | CCHF vOTU inh | Anthrax LF prot | MazF activator | BoNT F protease | DUSP3 inh | PriA SSB inh | Rv3671c protease
O=C(c1ccc([N+](=O)[O-])cc1)n1nc(-c2ccccc2)nc1NCc1ccc(F)cc1 | 5 | -0.6 | -1 | 1 | -2 | -6 | -6 | 32 | -6 | -12
CC(=O)N1N=C(c2ccc(Br)cc2)CC1c1cccc([N+](=O)[O-])c1 (centres undefined) | . | -0.2 | 2 | 4 | -6 | -5 | 0 | . | . | .
